FXIa single inh – blocks human coagulation factor XIa activity; inhibition, % at 10 µM; purified human FXIa, fluorogenic AMC substrate cleavage; AID 687; actives 0.3% (n = 33,000);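 active means inhibition above 40% in the primary screen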;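 further: 0% = enzyme without compound and 100% = blank wells lacking enzyme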
Target sequence (P03951 19-387 limits assumed): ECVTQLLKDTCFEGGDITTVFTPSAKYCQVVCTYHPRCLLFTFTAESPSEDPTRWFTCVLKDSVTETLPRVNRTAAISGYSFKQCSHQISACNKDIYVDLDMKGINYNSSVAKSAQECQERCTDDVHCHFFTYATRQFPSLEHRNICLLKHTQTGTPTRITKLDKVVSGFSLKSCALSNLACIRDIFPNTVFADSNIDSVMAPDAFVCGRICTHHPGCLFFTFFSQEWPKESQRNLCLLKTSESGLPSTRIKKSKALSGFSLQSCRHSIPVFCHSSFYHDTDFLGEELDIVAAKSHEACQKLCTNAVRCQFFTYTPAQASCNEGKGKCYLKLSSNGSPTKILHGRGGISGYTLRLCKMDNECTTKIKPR
Target sequence (P03951 388-625 limits assumed): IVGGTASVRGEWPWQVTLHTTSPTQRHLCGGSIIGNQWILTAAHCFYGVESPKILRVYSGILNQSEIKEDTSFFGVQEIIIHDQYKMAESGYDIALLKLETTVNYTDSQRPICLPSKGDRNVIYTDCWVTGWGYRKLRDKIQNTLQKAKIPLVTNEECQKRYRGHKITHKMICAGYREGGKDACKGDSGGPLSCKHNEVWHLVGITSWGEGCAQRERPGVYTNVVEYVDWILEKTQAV
FXIIa inh – blocks human coagulation factor XIIa activity; purified human FXIIa, AMC substrate fluorescence, 2 h; inhibition, % at 10 µM; actives 0.2% (n = 33,000); AID 701; in the data active means inhibition above about 30%;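 further: 0% = enzyme with vehicle only and 100% = no enzyme blank; many of its hits are not listed in these tables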
* = called active by the depositor.

1	CCOc1ccccc1C1C(C#N)=C(N)Oc2cc(N)ccc21 (stereo unspecified)
2	C=CCC(NCc1ccccc1)c1ccc(C)o1 (stereo unspecified)
3	Cc1noc(C)c1S(=O)(=O)N1CCCC(C(=O)NC2CCCCC2)C1 (stereo unspecified)
4	Cc1ccc(S(=O)(=O)N(C)c2ccc(OCC(=O)O)cc2)cc1
5	CC(=O)c1c(C(C)=O)c(C)n(NC(=O)c2cccnc2)c1C
6	O=C(CCCN1CC=C(n2c(=O)[nH]c3ccccc32)CC1)c1ccc(F)cc1
7	COc1cc(C(=O)Nc2cccc3cccnc23)cc(OC)c1OC
8	FC(F)(F)c1cc(-c2ccccc2)nc(N2CCCCC2)n1
assay / entry	1	2	3	4	5	6	7	8
FXIa single inh	-2	-2	-1	10	-1	2	-8	-4
FXIIa inh	14	7	1	14	7	0	8	2

Compounds shown so far that have a halogen (2):
6	O=C(CCCN1CC=C(n2c(=O)[nH]c3ccccc32)CC1)c1ccc(F)cc1
8	FC(F)(F)c1cc(-c2ccccc2)nc(N2CCCCC2)n1
assay / entry	6	8
FXIa single inh	2	-4
FXIIa inh	0	2

Continued:
9	O=C(NC1CCCCC1)C1CC=CCC1C(=O)OCC(Cl)=C(Cl)Cl (stereo unspecified)
10	O=C(NCCSc1ccccc1)c1cncc(Br)c1
11	CCCOc1ccc(-c2nc(OCC)c3ccccc3n2)cc1
12	COCCn1c(-c2ccccc2)cnc1N
13	CC(C)(C)OC(=O)N[C@@H](Cc1ccccc1)C(=O)N1CCC(C(=O)O)CC1
14	COc1cc2sc(C)nc2c2sccc12
15	Cc1ccc(Oc2ccc(OCC(=O)OC3CCS(=O)(=O)C3)cc2)cc1 (stereo unspecified)
16	O=C(Nc1ccc2nc(-c3ccco3)[nH]c2c1)c1cccs1
assay / entry	9	10	11	12	13	14	15	16
FXIa single inh	2	5	-8	-7	7	2	1	9
FXIIa inh	3	7	7	6	9	3	7	2

17	C=CCN1C(=O)C(Cc2ccc(OC)cc2)S/C1=N\N=C\c1cccs1 (stereo unspecified)
18	Cc1ccccc1S(=O)(=O)Cc1ccc(C(=O)O)o1
19	Cc1nc(NCc2ccc3c(c2)OCO3)c2nnn(Cc3ccccc3)c2n1
20	COc1ccc(-n2c(COc3cccc4ccccc34)nnc2SCC(=O)NCc2ccco2)cc1
21	O=c1[nH]ncc(N/N=C/c2ccccc2)c1Cl
22	Cc1cccc2cc(-c3nc4c(C)cccn4c3NCc3ccco3)c(=O)[nH]c12
23	Cc1ccc(C(CC(=O)NCc2ccco2)c2ccccc2)c(O)c1 (stereo unspecified)
24	Cn1c(=O)c2c(nc(NCCNC(=O)c3ccco3)n2Cc2ccccc2Cl)n(C)c1=O
assay / entry	17	18	19	20	21	22	23	24
FXIa single inh	-1	-3	0	14	7	4	7	-6
FXIIa inh	-1	1	-12	-8	6	17	2	6

Complete entries from above. Values in the order: FXIa single inh | FXIIa inh
Cc1noc(C)c1S(=O)(=O)N1CCCC(C(=O)NC2CCCCC2)C1 (stereo unspecified) reads -1 | 1
O=C(CCCN1CC=C(n2c(=O)[nH]c3ccccc32)CC1)c1ccc(F)cc1 reads 2 | 0

Carrying on:
25	CN(C)S(=O)(=O)N(CC(=O)Nc1cccc(F)c1)c1ccccc1
26	FC(F)(F)c1cnc(Oc2ccccc2-c2nnco2)c(Cl)c1
27	O=c1cc(CSc2ccccn2)c2ccccc2[nH]1
28	CCCn1c(SCC(=O)Nc2nc3ccccc3s2)nc2c1c(=O)n(C)c(=O)n2C
29	CC(C)CN(C(=O)CSc1nnc2ccccn12)c1c(N)n(CC(C)C)c(=O)[nH]c1=O
30	CN1CCN(C(=O)CN(CCc2ccccc2)S(C)(=O)=O)CC1
31	O=C(COC(=O)c1ccc(O)cc1)Nc1ccc(N2CCCCC2)cc1
32	CCOc1ccc(N/C=C\C(=O)c2ccc3c(c2)OCO3)cc1
assay / entry	25	26	27	28	29	30	31	32
FXIa single inh	-1	-4	2	-7	6	-2	8	3
FXIIa inh	-6	7	7	7	5	0	7	8

33	CCCn1cc(NC(=O)c2cc(-c3ccccc3)on2)cn1
34	O=S(=O)(c1cc(Cl)ccc1Cl)N1CCNCC1
35	Cc1ccc(CSc2ncccc2C(=O)O)cc1
36	O=C(NC1CCCCC1)c1cccc(Cn2cc(Cl)cn2)c1
37	CCC(C)NC(=O)CSc1nc2ccccc2c(=O)n1Cc1ccc(OC)cc1 (stereo unspecified)
38	O=C(c1ccc(F)cc1)N1C2CCC1CC(O)(c1ccc(F)cc1)C2 (stereo unspecified)
39	O=C(Nc1cccc(F)c1)NC1(C(=O)N2CCN3CCCC3C2)CCCCC1 (stereo unspecified)
40	NC(=O)COc1cccc2cccnc12
assay / entry	33	34	35	36	37	38	39	40
FXIa single inh	-4	-6	-8	-6	3	-6	-2	-11
FXIIa inh	7	8	8	6	5	5	7	9

41	COC(=O)[C@@H](N)Cc1ccc(O)cc1
42	O=S(=O)(Nc1ccc(N2CCOCC2)cc1)c1ccc2ccccc2c1
43	c1ccc(C2=NNC(=NC3CC3)SC2)cc1
44	CCOc1ccc2nc(NC(=O)CSc3ccc(Cl)cc3)sc2c1
45	Cc1cccc(CSc2nnc(-c3cccs3)n2Cc2ccco2)c1
46	COc1ccc(NC(=O)CSc2nnc(-c3ccoc3C)n2CCc2ccccc2)cc1
47	CC(C)(C)NS(=O)(=O)c1ccc(-c2csnn2)s1
48	Cc1ccc(NC(=O)CSCC(=O)Nc2ccc(N3CCOCC3)c(Cl)c2)cc1
assay / entry	41	42	43	44	45	46	47	48
FXIa single inh	2	-10	-2	-4	-7	-3	17	-13
FXIIa inh	3	8	3	-4	-3	7	-9	4

49	CCOC(=O)N1CCC(NC(=O)c2cc(S(=O)(=O)N(CC)CC)ccc2F)CC1
50	CCc1cc2c(=O)c(-c3nc4ccccc4n3C)c(C)oc2c(CN2CCOCC2)c1O
51	CCCNC(=O)c1ccc2snnc2c1
52	O=C(Nc1ccc2nc(-c3ccco3)c(-c3ccco3)nc2c1)NC1CC1
53	COc1ccc(NC(=O)CSc2ccc(C)cc2)cc1
54	COc1cc(-c2nc(-c3ccc(-c4ccccc4)nc3OC)no2)cc(OC)c1OC
55	COc1ccc(CC(=O)N(Cc2cc3cc(OC)ccc3[nH]c2=O)C(C)C)cc1
56	NNc1nnc(-c2ccccc2)c(-c2ccccc2)n1
assay / entry	49	50	51	52	53	54	55	56
FXIa single inh	14	-4	-8	1	5	-4	-4	0
FXIIa inh	-13	3	-2	5	3	15	1	9

57	CCCCc1nn(-c2cc(Cl)ccc2OC)c2c1C(=O)CC(C)(C)C2
58	O=C(NCC(=O)N(Cc1cccs1)C(C(=O)NC1CCCC1)c1cccnc1)c1ccco1 (stereo unspecified)
59	C=CCSC1=C(C#N)C(c2cccc(OC)c2)CC(=O)N1 (stereo unspecified)
60	Cc1ccccc1N1CCN(CCCOc2ccc3c(C)cc(=O)oc3c2)CC1
61	CCn1cc(C(=O)NCc2ccc3c(c2)OCO3)c(=O)c2cc(F)c(N3CCN(C(=O)c4ccco4)CC3)cc21
62	O=C(Cc1ccc(F)cc1)NC1CCCC1
63	CCCNC(=O)NS(=O)(=O)c1ccc(Cl)cc1
64	O=C(N/C(=C\c1cccs1)C(=O)N1CCCCCC1)c1ccccc1
assay / entry	57	58	59	60	61	62	63	64
FXIa single inh	-3	-3	4	4	13	1	0	18
FXIIa inh	4	7	8	-12	-16	-2	9	-15

The list goes on:
Values in the order – FXIa single inh	FXIIa inh
65: COc1cccc(C(=O)N2CCN(S(=O)(=O)Cc3ccccc3)CC2)c1OC
  -4	1
66: O=S(=O)(NC1CC1)c1ccc(S(=O)(=O)N(Cc2ccccn2)C2CCCC2)cc1
  2	-2
67: O=C(c1ccncc1)N1C2C=CC(C2)C1(C(F)(F)F)C(F)(F)F (stereo unspecified)
  -2	9
68: Cc1cc(N2CCN(C(=O)c3ccco3)CC2)nc(-c2ccccc2)n1
  0	7
69: Cc1c(-c2ccco2)[n+](=O)c2c(n1[O-])CCCCC2
  1	13
70: CC(C)=CC(=O)Nc1nnc(C(C)C)s1
  13	8
71: COc1ccc(S(=O)(=O)NCc2ccc3c(c2)OCO3)cc1C
  -6	9
72: Cc1cccc(-n2ccnc2SCC(=O)Nc2nnc(C)s2)c1
  8	8
73: C=CCN1CC(c2nc3ccccc3n2Cc2cccc3ccccc23)CC1=O (stereo unspecified)
  23	-16
74: COc1ccc(OC)c(NS(=O)(=O)c2ccc(NC(C)=O)cc2)c1
  -8	5
75: C=CC(=O)N1c2ccccc2Sc2ccc(NC(=O)OCC)cc21
  0	0
76: Cc1nc(N[C@@H](Cc2ccccc2)C(=O)O)c2oc3ccccc3c2n1
  33	-17
77: Cc1ccc(Nc2nc(N)nc(CSc3nncn3C)n2)cc1
  0	-12
78: Cc1cc(C)cc(N2CCCC2=O)c1
  -8	-2
79: COc1cccc(C2C(C(=O)c3cc4cccc(OC)c4o3)=C(O)C(=O)N2c2cc(C)on2)c1OC (stereo unspecified)
  4	-8
80: C=CCN1C(=NC(=O)CCC)SC2CS(=O)(=O)CC21 (stereo unspecified)
  24	-15
81: Cc1ccc(C)c(S(=O)(=O)NCc2ccc(C(=O)NCc3ccco3)cc2)c1
  -2	2
82: CN=Cc1c(NC)nc2c(C)cccn2c1=O
  -3	5
83: O=C(C1CCC(CNS(=O)(=O)c2cccs2)CC1)N1CCCCC1 (stereo unspecified)
  7	1
84: CC(C)CCOc1ccc(Cl)cc1CN1CCOCC1
  7	2
85: O=C(CCSCc1ccccc1Cl)N1CCN(c2ccccn2)CC1
  6	9
86: Cc1ccccc1-c1noc(C23CC4CC(CC(C4)C2)C3)n1
  14	-11
87: O=c1[nH]c2ccc(S(=O)(=O)N3CCCCC3)cc2[nH]c1=O
  0	1
88: COCCNc1nc2ccccc2nc1NS(=O)(=O)c1ccc(C)cc1C
  -2	2
89: CCn1c(SCC(=O)Nc2ccccc2C(=O)OC)nnc1-c1cccc(C)c1
  -8	1
90: Cc1nn(-c2nc(-c3ccco3)cc(C(F)(F)F)n2)c(C)c1Cl
  6	5
91: COc1ccc(CCNC(=O)C2CCN(S(=O)(=O)c3ccc(Cl)cc3)CC2)cc1OC
  -1	-15
92: Cc1ccc(S(=O)(=O)Cn2nnnc2C(c2ccccc2)N2CCN(c3ccccc3)CC2)cc1 (stereo unspecified)
  1	7
93: CC(C)(C)C(=O)Nc1cc(C(F)(F)F)ccc1N1CCOCC1
  5	5
94: CCS(=O)(=O)n1nc(-c2ccc(Cl)cc2)nc1SCc1ccccc1
  -5	4
95: COc1ccc(NC(=O)c2cccc(F)c2)cc1Cl
  -5	3
96: COc1ccc(S(=O)(=O)n2nc(C)cc2C)c(C)c1C
  5	6
97: O/N=C1/C2C3CC4C5C3C1C5C1(OCCO1)C42 (stereo unspecified)
  3	3
98: O=c1[nH]cnc2scc(-c3ccc(-c4ccccc4)cc3)c12
  -4	7
99: COc1ccc(-c2nc(-c3ccc(Br)o3)no2)cc1
  2	5
100: CC1(C)Cc2c(cnn2-c2ccccc2)-c2c1c1ccccc1n2CC(O)CBr (stereo unspecified)
  -3	5
101: COc1ccc(NC(=O)N(CCc2ccccc2)Cc2cc3c(C)cc(C)cc3[nH]c2=O)cc1
  8	6
102: CCN1CCN(C(=O)C2(NC(=O)Nc3cccc(F)c3)CCCCC2)CC1
  -4	5
103: C=CCNC(=S)NNC(=O)c1ccc(OCCC)cc1
  -3	2
104: Cc1cc(C)n(-c2nc(C)nc(NCc3ccccc3)n2)n1
  2	6
105: COc1cccc(CNC(=O)Cc2c(C(=O)O)[nH]c3ccccc23)c1
  -6	6
106: O=C(CCS(=O)(=O)Cc1ccc(Cl)cc1)NCCCN1CCOCC1
  33	-16
107: O=C(NCc1ccccn1)c1cc2ccccc2oc1=O
  10	3
108: NNC(=O)c1ccncc1
  5	7
109: COc1nccnc1NS(=O)(=O)c1ccc(NS(=O)(=O)c2ccc(NC(C)=O)cc2)cc1
  3	11

Laid out differently: entries from further up.
| entry | SMILES | FXIa single inh | FXIIa inh |
| --- | --- | --- | --- |
| 97 | O/N=C1/C2C3CC4C5C3C1C5C1(OCCO1)C42 (stereo unspecified) | 3 | 3 |
| 98 | O=c1[nH]cnc2scc(-c3ccc(-c4ccccc4)cc3)c12 | -4 | 7 |
| 99 | COc1ccc(-c2nc(-c3ccc(Br)o3)no2)cc1 | 2 | 5 |
| 100 | CC1(C)Cc2c(cnn2-c2ccccc2)-c2c1c1ccccc1n2CC(O)CBr (stereo unspecified) | -3 | 5 |

Other results follow.
Values in the order – FXIa single inh	FXIIa inh
110: O=C(NC12CC3CC(CC(C3)C1)C2)N1CCC(O)(c2ccc3c(c2)OCO3)CC1
  2	-6
111: CC(C)CNc1nc(Oc2ccc(=O)[nH]n2)nc(N(C)C)n1
  -4	0
112: C/C=C/c1ccc(OCCN2C(=O)NC(C)(C)C2=O)c(OC)c1
  0	4
113: O=C(CSc1nnnn1C1CCCCC1)NCc1ccccc1
  -11	7
114: Cc1nc2ccc(S(=O)(=O)NCC(=O)N3CCCC(C)C3)cc2s1 (stereo unspecified)
  7	4
115: Cc1ccc2c(N)c(C(=O)N(c3ccccc3)c3ccccc3)sc2n1
  -5	8
116: O=C(Cn1ncc2c1-c1ccccc1OC2)Nc1cccc(Cl)c1
  9	5
117: COc1ccc(C(C(=O)NCc2ccccc2)N(Cc2ccc3c(c2)OCO3)C(=O)c2cnccn2)cc1 (stereo unspecified)
  -6	6
118: COc1ccc(CNC(=O)c2cnccn2)cc1
  -12	0
119: CC(C)(C)NC(=O)CSc1nncn1NCc1cccc2ccccc12
  1	-3
120: Cc1ccc(-n2c(N)c(C(=O)N3CCCCC3)sc2=S)cc1
  4	1
121: C=CCNc1oc(Cc2cccc3ccccc23)nc1C#N
  0	4
122: CCNc1nc(NC(C)C)nc(SCCOc2ccc(C)cc2)n1
  2	0
123: Cn1c(C(C#N)C2=C(Cl)C(=O)N(c3ccccc3)C2=O)nc2ccccc21 (stereo unspecified)
  2	10
124: O=C(NC(=S)Nc1ccccc1N1CCCC1)c1ccc(-c2cccc([N+](=O)[O-])c2)o1
  5	5
125: COc1ccc(C(=O)Nn2c(SCC(=O)NC3CCCCC3)nc3ccccc3c2=O)cc1
  7	7
126: O=C(Cn1cnc2ccccc2c1=O)N1CCN(Cc2ccc3c(c2)OCO3)CC1
  -1	15
127: Cc1cc(C)n2c(SCc3ccc(Cl)cc3Cl)nnc2n1
  4	1
128: CSc1cccc(NC(=O)CSc2ccc(C)cc2)c1
  -4	1

Only part of the results is shown; the hit share may differ from the screen's.
